SUMO Mot1 rescue = inhibitors of SUMOylation pathway: yeast Mot1-301 growth rescue; S. cerevisiae Mot1-301 growth rescue, ATP luminescence, 38.5C; percent above DMSO median, 100 means doubled; growth rescue, % at 18.8 µM; actives 1% (n = 320,000); AID 2716;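 active = every valid replicate shows activation above 250% relative to neutral control wells; inactive = the rest, any valid replicate at or below 250%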;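 also: OY570 slx delta 5 strain wells were the positive control but not used for scaling; some compounds called inactive have numbers as strong as hits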
Arrestin-AP2 inh = inhibitors of human beta-arrestin and AP2 interaction; FITC-arrestin peptide / GST-AP2 beads, flow cytometry; AP2 beta2 appendage carries R879A mutation; inhibition, % at 10 µM; actives 0.31% (n = 340,000); AID 504490;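 active = inhibition above a set limit, near 3 SD of compounds lacking own fluorescence, cut at about 54% in these data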;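 also: plate controls were DMSO wells for no effect and 5 µM unlabelled arrestin peptide for full effect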
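System: GST-AP2 R879A glutathione beads. Medium: PBS with 0.05% Tween 20 and 0.1% BSA. Also added: FITC-arrestin peptide, 50 nM. Incubation: 12 min plus 1 h, RT. Measured by: high-throughput flow cytometry of beads, ex 488, em 535 nm. Evaluation: percent drop in bead-associated FITC signal.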
E coli growth = counter-screen for AddAB inhibitors: E. coli growth inhibition | AID 449728 | actives 0.27% (n = 330,000) | E. coli V3065 growth, OD600 absorbance, 18 h | inhibition, % at 11.9 µM;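 active = inhibition above the campaign's mean inhibition across all tested compounds plus 3 SD, cut at about 9.9% in these data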;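 also: uninfected addAB+ strain grown without phage in ampicillin broth; 0% = DMSO wells and 100% = ciprofloxacin 0.95 µg/ml wells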
OPRM1-OPRD1 ag = OPRM1-OPRD1 heterodimerization agonism; actives 0.3% (n = 340,000); cells, luminescence; activation, % at 9.3 µM; AID 504326; in the data active = activation above about 18%;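 also: 0% = vehicle-treated cells and 100% = reference agonist; values of inactives mirror those of a sister screen read the other way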
Tat transport = E. coli Tat transport inhibition; E. coli MC4100 TorA-mCherry Tat export, fluorescence; inhibition, % at 10 µM; actives 0.036% (n = 340,000); AID 488895;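 active = mean replicate inhibition at least 50% and at least half of replicates individually reaching 50%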;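 also: exported cargo escapes ClpAP degradation while cytoplasmic cargo is degraded and loses fluorescence; 0% = median of neutral control wells and 100% = median of NaSCN control wells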
AddAB inh = less growth of phage-infected E. coli with AddAB; E. coli expressing H. pylori AddAB, absorbance growth; inhibition, % at 11.9 µM; AID 435030; actives 0.29% (n = 330,000); in the data active = inhibition above about 12%;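 also: 0% = vehicle wells of infected cells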
DSG3 Ab inh = human desmoglein-3 autoantibody binding inhibition | P32926 | DSG3-coupled beads, scFv-anti-DSG3-GFP binding, flow cytometry; stronger effect = lower value | binding (percent of control), % at 10 µM | actives 0.48% (n = 310,000);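 active = binding more than 3 SD below its plate's average and above zero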;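 also: hits lower antibody fragment binding to DSG3; some compounds called inactive have numbers as strong as hits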
Target sequence (P32926 whole entry, looked up, the tested form may be a part): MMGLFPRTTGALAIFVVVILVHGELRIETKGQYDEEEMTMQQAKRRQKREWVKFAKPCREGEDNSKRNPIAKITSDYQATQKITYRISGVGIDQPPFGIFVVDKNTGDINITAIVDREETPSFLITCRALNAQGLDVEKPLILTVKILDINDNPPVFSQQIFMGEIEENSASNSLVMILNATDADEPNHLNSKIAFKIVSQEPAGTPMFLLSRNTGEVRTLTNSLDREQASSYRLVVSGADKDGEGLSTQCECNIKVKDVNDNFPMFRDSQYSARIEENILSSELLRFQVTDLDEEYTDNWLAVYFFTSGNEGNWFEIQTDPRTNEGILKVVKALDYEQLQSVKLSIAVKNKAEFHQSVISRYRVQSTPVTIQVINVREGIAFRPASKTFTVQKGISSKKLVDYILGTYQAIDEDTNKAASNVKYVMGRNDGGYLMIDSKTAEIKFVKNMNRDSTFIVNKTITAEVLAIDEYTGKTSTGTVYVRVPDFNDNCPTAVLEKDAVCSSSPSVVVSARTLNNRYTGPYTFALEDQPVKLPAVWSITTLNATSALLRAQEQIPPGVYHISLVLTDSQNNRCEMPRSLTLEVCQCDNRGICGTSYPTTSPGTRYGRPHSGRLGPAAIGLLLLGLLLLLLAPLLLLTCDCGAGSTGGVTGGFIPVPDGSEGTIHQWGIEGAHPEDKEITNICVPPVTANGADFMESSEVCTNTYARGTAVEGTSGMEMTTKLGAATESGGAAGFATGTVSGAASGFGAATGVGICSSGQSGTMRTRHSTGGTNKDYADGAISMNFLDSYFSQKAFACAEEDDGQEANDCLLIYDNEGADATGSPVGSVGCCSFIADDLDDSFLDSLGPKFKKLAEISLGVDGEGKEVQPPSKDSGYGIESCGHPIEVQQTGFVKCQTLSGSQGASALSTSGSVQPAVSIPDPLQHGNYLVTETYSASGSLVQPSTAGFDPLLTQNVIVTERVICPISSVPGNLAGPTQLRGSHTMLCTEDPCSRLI
phage Ecoli inh = E. coli growth loss with phage present; growth absorbance; inhibition, % at 11.9 µM; actives 0.26% (n = 360,000); in the data active = inhibition above about 11%
PKA-R1A activ = PKA-R1A complex activation; actives 0.083% (n = 340,000); P00514+P68181; PKA-R1A dissociation, Cy5-IP20 fluorescence polarization; scaled: DMSO 0%, 113 µM cGMP 100%; activation, % at 11.4 µM;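 active = percent activation above the mean of all tested compounds plus 3 SD, cut at about 19% in these data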;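 also: higher means more PKAc released from R1A so a rise in polarization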
OPRM1-OPRD1 inv = inverse agonist of human OPRM1-OPRD1 heterodimerization; actives 0.21% (n = 340,000); P35372+P41143; inhibition, % at 9.3 µM; cell-based MOR-DOR heterodimer luminescence, inverse agonism; in the data active = inhibition above about 22%, passing the limit was not always enough;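 also: 0% = cells with DMSO and 100% = wells without cells with DMSO; values of inactives mirror those of a sister screen read the other way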
PfHsp90 yeast 2 = reduces growth (ATP signal) of yeast expressing P. falciparum Hsp90 | S. cerevisiae expressing PfHsp90, BacTiter-Glo ATP, 48 h; yeast lacking PDR1 and PDR3 efflux regulators | inhibition, % at 9.4 µM | actives 0.32% (n = 310,000);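 active = every replicate shows inhibition above about 80%, whatever the replicate mean, limit read from the data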;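 also: 0% = DMSO neutral controls and 100% = 20 µM radicicol positive controls; yeast relying on Plasmodium falciparum Hsp90 in place of its own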
Numbers without * were called inactive; nt = no result given.

1: O=C(Cc1ccccc1)Nc1nc(-c2cccs2)cs1
2: Nc1nnc(CC(=O)N/N=C/c2ccc(-c3cccc(C(=O)O)c3)o2)s1
3: CCS(=O)(=O)n1nc(-c2cccnc2)nc1NCc1ccc(F)cc1
4: Cc1cc(CNC(=O)CC2C(=O)NCCN2CC(C)(C)C)nn1C (centres undefined)
5: CCCOc1ccc(C(=O)CCC(=O)NNC(=O)c2cccs2)cc1
6: C/C(=N\NC(N)=S)C1=CCC2C3CC[C@H]4CC(O)CC[C@]4(C)C3CC[C@]12C (some centres undefined)
7: Cc1ccc(NC(=O)c2c([N+](=O)[O-])c(C(C)(C)C)nn2C)c(C)c1
8: CC(=NNC(=O)c1ccncc1)c1ccc(Cl)cc1Cl
Compound	1	2	3	4	5	6	7	8
Tat transport	-2	2	16	-1	10	-1	-2	8
PKA-R1A activ	-11	-19	-3	-4	-10	-10	-8	-8
phage Ecoli inh	2.3	2.6	2.1	2.2	1.8	0.4	1.9	0.1
Arrestin-AP2 inh	39	27	-7	-2	-7	12	-13	-12
SUMO Mot1 rescue	111	8	-7	62	-3	348*	-7	nt
PfHsp90 yeast 2	-21	5	18	-2	12	-17	-9	-29
AddAB inh	2.2	-0.6	0.9	0.7	2.5	0.0	2.1	nt
OPRM1-OPRD1 inv	-4	7	7	4	4	3	-4	4
OPRM1-OPRD1 ag	0.7	-1.4	-1.3	-0.5	-1.0	-0.6	0.7	-0.8
E coli growth	2.5	-1.1	-0.5	0.1	0.2	-1.0	0.6	nt
DSG3 Ab inh	80	85	99	104	nt	100	96	90

9: CCNC(=S)N1CCN(C(=O)C(Cc2ccccc2)NC(C)=O)CC1 (centres undefined)
10: Cc1ccc(NC(=O)C2CCCN(S(=O)(=O)c3ccc4[nH]c(=O)ccc4c3)C2)nc1 (centres undefined)
11: COc1ccc(N2CCN(CCS(=O)(=O)c3cc(Cl)ccc3Cl)CC2)cc1
12: CCn1cc(NC(=O)Nc2ccc(OC)c(OC)c2)c(C(N)=O)n1
13: CCCCOc1ccc(C(=O)N2CCNC(=O)C2)cc1
14: Cc1[nH]nc2ncc(C(=O)c3cc(Cl)cc(Cl)c3O)cc12
15: CCCCN(C)CCn1c(=S)[nH]c2ncccc2c1=O
16: CCOC(=O)Cn1nc(C)n(-c2ccc(C(C)(C)C)cc2)c1=O
Compound	9	10	11	12	13	14	15	16
Tat transport	-1	-3	0	-4	18	-3	51*	-4
PKA-R1A activ	-11	2	0	-4	2	1	-15	6
phage Ecoli inh	0.6	1.2	3.0	2.9	1.5	1.6	3.7	1.6
Arrestin-AP2 inh	5	17	-3	6	0	26	-5	3
SUMO Mot1 rescue	14	-1	16	-4	-21	-30	-4	-3
PfHsp90 yeast 2	-6	15	-17	11	-30	-30	11	-18
AddAB inh	-2.6	0.5	0.4	2.1	1.3	-0.5	-0.2	3.3
OPRM1-OPRD1 inv	2	-1	-4	3	5	6	7	-4
OPRM1-OPRD1 ag	-0.4	0.2	0.9	-0.5	-0.8	-1.1	-1.3	0.8
E coli growth	-0.7	1.6	-3.9	-0.9	-2.6	1.8	3.4	0.1
DSG3 Ab inh	100	nt	108	105	89	91	98	nt

17: O=C1[C@@H]2[C@H](C(=O)N1CC(O)COCc1ccccc1)C1C=C[C@H]2C1 (some centres undefined)
18: Cc1ccc(C(=O)CSc2nnc(Cn3nnc4ccccc43)n2C)cc1
19: CSc1ncccc1C(=O)N1CCN(S(=O)(=O)c2cc(C)ccc2C)CC1
20: CC(C)(C)c1ccc(CS(=O)(=O)CC(O)CN2CCCC2=O)cc1 (centres undefined)
21: CSc1ccc(/C=N/S(=O)(=O)c2ccccc2)cc1
22: CC1(C)Cc2ccccc2C(N/N=C/c2ccc([N+](=O)[O-])cc2)=N1
23: COc1cccc(N2CC(C(=O)Nc3nnc(SCC(=O)Nc4cc(C)on4)s3)CC2=O)c1 (centres undefined)
24: O=C(OCC(=O)N1CCN(c2ccccc2)CC1)c1ccc2ccccc2n1
Compound	17	18	19	20	21	22	23	24
Tat transport	-5	-9	-2	-9	-11	6	3	3
PKA-R1A activ	-7	-4	4	0	4	1	-2	-5
phage Ecoli inh	1.7	4.0	3.6	1.4	2.9	4.8	-1.5	2.9
Arrestin-AP2 inh	14	-5	-1	-14	4	-8	-16	17
SUMO Mot1 rescue	nt	-28	-6	229	-8	nt	4	-48
PfHsp90 yeast 2	-20	16	-4	-8	-3	21	-8	nt
AddAB inh	nt	1.7	-0.7	2.5	1.1	1.9	2.0	-0.2
OPRM1-OPRD1 inv	9	-13	9	10	4	-26	3	9
OPRM1-OPRD1 ag	-1.9	2.4	-1.4	-2.2	-0.6	5.0	-0.6	-1.7
E coli growth	nt	2.7	2.0	-0.3	2.5	0.9	0.9	1.7
DSG3 Ab inh	107	77	nt	107	91	93	92	101

25: CN(CC(=O)Nc1ccc(Cl)c(C(F)(F)F)c1)C(=O)C1CCC1
26: Brc1cccc(CN2CCN(c3ncccn3)CC2)c1
27: Cc1cc(C(=O)CSc2nncn2C)c(C)n1-c1ccccc1
28: C/C(=N\NC(=O)c1ccccc1F)c1cccc(NC(=O)c2ccccc2)c1
29: COc1ccc(NS(=O)(=O)c2cccc(NC(=O)c3ccccn3)c2)cc1
30: CC(=O)Nc1ccc(N2C(=O)C3C4CC(=O)C(c5ccccc54)C3C2=O)cc1 (centres undefined)
31: Cn1c(=O)oc2cc(S(=O)(=O)N3CCC(C(=O)N4CCN(c5ccc(F)cc5)CC4)CC3)ccc21
32: Cc1cccc(-c2cc3nc4c(c(N5CCCC(O)C5)n3n2)CCC4)c1 (centres undefined)
Compound	25	26	27	28	29	30	31	32
Tat transport	4	3	-4	-1	5	1	1	13
PKA-R1A activ	0	4	-9	-17	-1	-1	2	-11
phage Ecoli inh	4.1	3.7	5.9	-0.1	2.1	2.8	0.6	1.1
Arrestin-AP2 inh	-2	-11	7	-6	31	11	4	-5
SUMO Mot1 rescue	186	11	-9	1	-27	-17	5	7
PfHsp90 yeast 2	-8	2	-1	-6	0	5	13	nt
AddAB inh	5.2	nt	-0.4	-0.4	-0.7	0.0	3.2	1.9
OPRM1-OPRD1 inv	13	3	-16	11	-3	4	6	-1
OPRM1-OPRD1 ag	-2.1	-0.6	2.2	-2.1	0.6	-0.8	-1.1	0.2
E coli growth	3.1	nt	1.5	1.8	1.3	1.9	0.2	0.4
DSG3 Ab inh	102	104	100	94	95	105	96	96

Profiles as entered above. Order of screens: Tat transport	PKA-R1A activ	phage Ecoli inh	Arrestin-AP2 inh	SUMO Mot1 rescue	PfHsp90 yeast 2	AddAB inh	OPRM1-OPRD1 inv	OPRM1-OPRD1 ag	E coli growth	DSG3 Ab inh
Results for COc1ccc(N2CCN(CCS(=O)(=O)c3cc(Cl)ccc3Cl)CC2)cc1 : 0	0	3.0	-3	16	-17	0.4	-4	0.9	-3.9	108
Results for Cc1cccc(-c2cc3nc4c(c(N5CCCC(O)C5)n3n2)CCC4)c1 (centres undefined) : 13	-11	1.1	-5	7	nt	1.9	-1	0.2	0.4	96

Following part.
33: COCCN(C(=O)CCCC(=O)Nc1ccccn1)C(C(=O)NC1CCCCC1)c1ccc(C)cc1 (centres undefined)
34: COc1ccccc1CNC(=O)COC(=O)C1CCN(S(=O)(=O)c2ccc(C)c(C)c2)CC1
35: Cc1ccc(N=Nc2c(O)ccc3n[nH]nc23)cc1
36: CCOc1ccccc1N(CC(=O)NC1CCCCC1)S(C)(=O)=O
37: CS(=O)(=O)c1ccc(Cl)c(NC(=O)COc2ccc3c(c2)CCC3)c1
38: O=C(O)C(NS(=O)(=O)c1cccc2nsnc12)c1ccccc1 (centres undefined)
39: CC1Sc2ccc(S(=O)(=O)CCC(=O)N3CCN(c4ccccc4F)CC3)cc2NC1=O (centres undefined)
40: O=C(NCc1csc2ccc(Cl)cc12)Nc1cccc2ccccc12
Compound	33	34	35	36	37	38	39	40
Tat transport	6	10	2	2	6	-9	3	-2
PKA-R1A activ	2	-3	-9	4	7	-2	-9	-16
phage Ecoli inh	1.5	1.9	-2.1	1.9	3.0	2.0	3.2	2.7
Arrestin-AP2 inh	101*	-3	0	0	-15	-2	5	20
SUMO Mot1 rescue	-14	-17	236	5	-3	5	10	9
PfHsp90 yeast 2	0	9	6	27	-13	0	-113	2
AddAB inh	2.5	-0.1	nt	2.0	-0.2	1.0	2.2	2.0
OPRM1-OPRD1 inv	20	-4	34	-7	-10	10	8	10
OPRM1-OPRD1 ag	-4.1	0.5	-7.6	1.1	1.5	-1.9	-1.5	-2.1
E coli growth	2.4	0.3	nt	-0.7	1.1	1.8	-0.8	1.5
DSG3 Ab inh	113	100	nt	107	106	100	93	105

41: C/C(=N\Nc1nc(N2CCCCC2)nc(N2CCOCC2)n1)c1ccccc1O
42: O=C1CCc2ccccc2N1
43: O=C1C2C3C=CC(C3=C(c3ccccc3)c3ccccc3)C2C(=O)N1CCO (centres undefined)
44: O=[N+]([O-])c1ccc(OCCOCCOc2ccc([N+](=O)[O-])cc2)cc1
45: O=C(Nc1cccc(NC(=O)c2ccc(-c3ccc(Br)cc3)o2)c1)c1ccccc1
Compound	41	42	43	44	45
Tat transport	13	-1	6	6	-9
PKA-R1A activ	nt	-4	-11	-5	-5
phage Ecoli inh	2.7	-0.8	0.7	1.5	-0.1
Arrestin-AP2 inh	14	32	0	1	38
SUMO Mot1 rescue	60	9	4	1	-3
PfHsp90 yeast 2	-4	-5	2	13	-16
AddAB inh	-3.6	-1.9	1.2	1.1	1.5
OPRM1-OPRD1 inv	nt	9	2	-3	-4
OPRM1-OPRD1 ag	nt	-1.9	-0.5	0.5	0.8
E coli growth	-0.7	-1.1	1.0	0.8	-1.4
DSG3 Ab inh	101	91	102	89	96

Screens: PubChem BioAssay, several laboratories
